# PP1 inh = PP1-alpha (human) inhibition in PP5 counter-screen | P62136 | purified PP1alpha, OMFP fluorescence | inhibition, % at 6.7 µM | 0.9% of 320,000 active | AID 2235;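 active means inhibition above the mean inhibition of all tested compounds plus 3 SD, computed separately for each screening campaign, cut at about 15% in these data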
# Target sequence (P62136 whole entry, looked up): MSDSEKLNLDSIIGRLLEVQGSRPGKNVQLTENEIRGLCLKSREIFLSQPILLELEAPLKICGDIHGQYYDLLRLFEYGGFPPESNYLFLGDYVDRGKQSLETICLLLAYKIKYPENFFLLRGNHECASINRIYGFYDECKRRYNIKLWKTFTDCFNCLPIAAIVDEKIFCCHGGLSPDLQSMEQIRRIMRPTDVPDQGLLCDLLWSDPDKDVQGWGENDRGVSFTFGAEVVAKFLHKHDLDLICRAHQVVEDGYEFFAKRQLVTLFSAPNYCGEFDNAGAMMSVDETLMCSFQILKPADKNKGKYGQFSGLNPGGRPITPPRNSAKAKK
# PP5 primary = PP5 (human) phosphatase inhibition; P53041; purified PP5c, OMFP substrate fluorescence; inhibition, % at 6.7 µM; 0.18% of 320,000 active;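 active means inhibition above the campaign's mean inhibition across all tested compounds plus 3 SD, cut at about 9.5% in these data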;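 further: 0% = DMSO only and 100% = 100 µM cantharidin control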
# Efflux pump inh = blocks antifungal efflux pumps in multiplex yeast assay; S. cerevisiae Candida pump triplex, Nile Red efflux; inhibition, % at 10 µM; 0.44% of 330,000 active; AID 485275;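 active means plate passing quality check with inhibition over a set limit, or well fluorescence over plate mean plus 4 SD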;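 further: Nile Red retained in pooled yeast measured as flow cytometry median fluorescence; 0% = buffer negative control and 100% = Enniatin B positive control; higher means more Nile Red kept so more efflux inhibition; some compounds called inactive have numbers as strong as hits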
# proCasp3 act = activators of human procaspase-3 | P42574 | activation, % at 8.5 µM | 0.11% of 330,000 active | recombinant procaspase-3 D3A, Ac-DEVD-pNA absorbance 405 nm;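 active means activation above the mean of all tested compounds plus 3 SD, cut at about 21% in these data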;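 further: 0% = DMSO alone and 100% = DMSO wells spiked with extra 5 µM PC-3 D3A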
# Target sequence (P42574 whole entry D9A/D28A/D175A): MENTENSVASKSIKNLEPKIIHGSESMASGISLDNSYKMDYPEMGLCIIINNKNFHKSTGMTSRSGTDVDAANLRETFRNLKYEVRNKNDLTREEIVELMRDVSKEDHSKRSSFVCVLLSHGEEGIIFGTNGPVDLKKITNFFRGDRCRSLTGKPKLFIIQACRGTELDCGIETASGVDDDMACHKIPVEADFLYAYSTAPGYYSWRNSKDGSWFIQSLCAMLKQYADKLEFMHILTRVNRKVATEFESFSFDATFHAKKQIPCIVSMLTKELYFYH
#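 Technique: 405 nm absorbance of p-nitroaniline, reads at 0 and 120 min; Test system: Procaspase-3 D3A mutant; Incubation: 1 h enzyme-compound preincubation, then 2 h substrate reaction, 25 °C; Repeats: singlicate, each compound tested once; Benchmarks: low control DMSO wells, high control DMSO plus 5 µM PC-3 D3A.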
# procasp7 counter = activates human procaspase-7, counter-screen for procaspase-3 activators | recombinant procaspase-7, Ac-DEVD-pNA absorbance 405 nm; D23A/D198A/D206A triple mutant, cannot self-cleave; scale: DMSO 0, 5 µM enzyme 100 | activation, % at 8.5 µM | 0.093% of 330,000 active;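 active means percent activation above the screen-wide mean plus 3 SD, cut at about 25% in these data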
# Target sequence (P55210 whole entry D23A/D198A/D206A): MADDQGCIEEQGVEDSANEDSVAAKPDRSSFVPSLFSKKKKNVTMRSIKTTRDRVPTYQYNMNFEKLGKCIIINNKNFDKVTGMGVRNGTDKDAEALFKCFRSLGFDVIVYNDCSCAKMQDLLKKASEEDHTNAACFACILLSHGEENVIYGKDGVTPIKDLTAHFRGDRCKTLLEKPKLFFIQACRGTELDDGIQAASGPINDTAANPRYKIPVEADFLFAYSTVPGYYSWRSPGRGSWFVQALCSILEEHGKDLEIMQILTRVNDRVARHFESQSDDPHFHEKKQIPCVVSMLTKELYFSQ
#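 Assay system: Uncleavable procaspase-7 mutant enzyme; Input: 2 µM procaspase-7 mutant as dispensed; Also added: DEVD-pNA substrate; Medium: Zinc-free HEPES pH 7.4 with 300 mM NaCl, 0.01% Triton X-100; Timing: 1 h compound preincubation, 2 h substrate cleavage, 25 °C; Measured by: Epi-absorbance of released pNA at 405 nm, two timepoints.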
# Fh CTSL1 inh = blocks F. hepatica cathepsin L1 in PFM18AAP counter-screen. recombinant F. hepatica cathepsin L1, Z-Leu-Arg-MCA fluorescence. inhibition, % at 5.96 µM. 0.49% of 300,000 active. AID 1906;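 active means inhibition above the mean of all tested compounds plus 3 SD, set per screening campaign, cut at about 17% in these data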;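 further: 0% = plate median of test compound wells and 100% = 1 µM Z-Phe-Ala-diazomethylketone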
# TPT1 inhibitor = C. albicans TPT1 enzyme inhibition. recombinant caTPT1, FP RNA substrate dephosphorylation. inhibition, % at 5 µM. 0.81% of 300,000 active;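 active means inhibition above the mean of all tested compounds plus 3 SD, set per screening campaign, cut at about 24% in these data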;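 further: plate controls were DMSO alone for no effect and ferristatin control at 100 nM for full effect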
# core dimer inh = blocks dimerization of HCV core protein; TR-FRET GST/Flag-core106 dimerization, 1536-well; 0.33% of 300,000 active; inhibition, % at 5 µM; AID 1899;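 active means inhibition above the mean of all tested compounds plus 3 SD, set per screening campaign, cut at about 45% in these data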
#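 System – GST-tagged and Flag-tagged HCV core protein residues 1-106 · Repeats – one well for each compound · Technique – TR-FRET 671 and 617 nm emission · Doses – one concentration, 5 µM, in 0.5% DMSO · Times – 4 h, 22.5 °C incubation · Also added – Eu donor and XL665 acceptor anti-tag antibodies · Measure – percent inhibition of core106 dimerization signal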
# JMJD2C inh = inhibitors of human GASC-1 (JMJD2C) demethylase. Q9H3R0. GST-JMJD2C(1-420) H3K9me3 demethylation, DELFIA europium. inhibition, % at 2.35 µM. 0.069% of 330,000 active;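 active means more than half of a compound's replicate wells show inhibition beyond 50%, single wells judged on their own value; inconclusive means some, but no more than half, of replicates pass 50% inhibition; inactive means no replicate passes 50% inhibition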;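 further: signal counts dimethyl H3K9 product captured on neutravidin plate; 0% = median of DMSO wells and 100% = 0.3 times that DMSO median; strong numbers were not always called active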
# * hit, by the source's call; ? = inconclusive; . = no result given.
nr	SMILES	PP1 inh	PP5 primary	Efflux pump inh	proCasp3 act	procasp7 counter	Fh CTSL1 inh	TPT1 inhibitor	core dimer inh	JMJD2C inh
1	COc1ccc(-c2noc(-c3ccc(Br)o3)n2)cc1	1.5	-0.3	0.0	-0.1	6.1	4.5	-1.8	2.5	0.7
2	CCNc1nc(SC)nc(N(C#N)CC(=O)OC)n1	-5.5	3.5	0.1	-3.2	1.5	62.2*	0.8	1.5	8.3
3	C/C(=N\NC(=O)CNc1cccc(C(F)(F)F)c1)c1cccs1	-0.3	1.5	0.3	0.7	-2.4	0.8	4.3	-1.4	-16.6
4	O=C(NCCCN1CCOCC1)c1ccc2c(c1)N(Cc1c(F)cccc1Cl)C(=O)CS2	-2.8	0.8	0.1	-3.0	5.2	0.7	-0.1	-0.6	0.2
5	O=C(O)c1ccc(OS(=O)(=O)c2ccc(Cl)s2)c(Cl)c1	-2.9	-2.0	0.0	-2.4	0.7	.	.	.	.
6	COc1ccccc1NS(=O)(=O)c1cc([N+](=O)[O-])ccc1N/N=C/c1c[nH]c2ccccc12	3.0	7.9	0.1	-82.0	0.2	3.2	128.9*	16.1	42.5
7	COc1ccc(C(=O)Nc2nc(N3C(=O)c4ccccc4C3=O)n(-c3ccccc3)n2)cc1	5.7	1.8	0.0	4.8	1.2	1.9	-1.6	0.0	1.3
8	CCn1cc([N+](=O)[O-])c(C(=O)Nc2ccn(C34CC5CC(CC(C5)C3)C4)n2)n1	-1.7	1.6	0.1	1.0	-3.0	-0.2	-2.2	15.2	2.8
9	O=C(CSc1nccn1-c1ccccc1)NCc1ccc(F)cc1	0.5	0.2	-0.1	-0.8	0.6	1.8	-1.8	0.9	8.8
10	O=C(NC(=S)Nc1ccc(CN2CCOCC2)cc1)c1ccc2c(c1)OCCO2	-3.8	-1.5	-0.1	-3.8	-13.9	3.0	2.1	-1.4	-3.6
11	FC(F)Oc1ccc(/C=N/n2c(Cc3ccc(Br)cc3)n[nH]c2=S)cc1	4.3	3.9	-0.1	-25.4	-31.0	4.5	-0.8	-5.4	3.7
12	O=C1CCCc2sccc2N1	-2.9	1.3	0.0	-0.1	9.8	-2.9	-0.5	5.4	13.4
13	Cn1c(CCNC(=O)c2ccccc2F)nnc1SCC(=O)Nc1ccccc1F	-3.6	-1.0	-0.3	8.4	8.8	1.2	-1.4	-3.4	-4.0
14	CCC1Oc2ccccc2N(CC(=O)NCCN2CCc3ccccc3C2)C1=O (configuration not stated)	-0.5	-0.1	-0.1	5.4	2.8	1.2	-1.6	3.1	-6.3
15	Cc1oc2nc(SCC(=O)NC3CCCCC3)nc(N)c2c1C	0.6	1.5	-0.1	0.7	-0.2	1.7	-0.8	-3.4	.
16	O=C(CN1CCSC1=NCc1ccccc1)c1ccc(Cl)cc1	1.1	-2.1	0.1	-13.0	9.3	-1.3	0.6	-3.1	32.2
17	CC1=C(C#N)C(NC(=O)c2cccc(Cl)c2)(C(F)(F)F)C(=O)N1 (configuration not stated)	0.3	5.4	-0.1	-1.9	-1.2	0.1	1.9	-5.4	16.3
18	O=C(C[n+]1cccc(CNC(=O)c2ccc(OC(F)F)cc2)c1)Nc1ccc(F)cc1	-0.6	0.9	0.0	10.7	5.4	-2.3	-3.4	-0.9	4.1
19	COc1ccc(NC(=O)CSc2nnnn2Cc2ccccc2)cc1	6.2	-9.6	0.0	-1.1	2.5	3.7	2.0	1.9	-18.4
20	CCCOc1ccc(N2C(=O)CC(N3CCN(c4ccccc4OC)CC3)C2=O)cc1 (configuration not stated)	-9.5	2.3	0.0	-19.0	-10.6	3.0	4.4	-4.4	-0.2
21	COc1ccc(Cc2noc(CN(C)CCc3ccccc3)n2)cc1OC	2.1	-0.1	-0.1	-3.5	-9.2	0.6	-0.2	-5.3	-4.0
22	CC1(OC(=O)c2ccco2)C(=O)C=C2C=C(c3ccc(C#N)cc3)OC=C2C1=O (configuration not stated)	5.0	0.4	0.0	-0.9	4.3	-1.8	4.0	-0.2	-2.2
23	Cn1c2c(c(=O)n(C)c1=O)CN(CC1CCCO1)CN2 (configuration not stated)	-4.5	0.1	-0.1	-1.6	-7.1	-3.6	-2.2	-0.4	-2.8
24	COc1ccc(-c2nn(-c3ccccc3)cc2/C=N/N=C(N)N)cc1OC	9.0	6.7	0.0	2.5	-1.3	-2.2	2.0	-11.2	2.0
25	Nc1nnc(-c2ccc(Cl)cc2Cl)s1	3.1	0.3	0.1	-2.2	3.2	-2.3	-0.6	-0.5	-2.6
26	CCc1ccc2nc3sc(C(=O)Nc4nnc(CC)s4)c(N)c3cc2c1	-4.5	-1.1	0.0	-8.7	-22.8	2.9	18.2	-12.4	19.1
27	CC(C)c1ccc(NC(=O)C2=NNC(=O)CC2)cc1	2.4	0.1	-0.1	7.6	8.0	-1.9	-1.5	0.6	-6.7
28	Nc1nc2ccc(C(=O)Nc3ccccc3)cc2s1	-1.0	1.1	0.1	5.5	7.5	-0.6	1.4	1.9	-4.5
29	COCC1CCN(C(=O)C2CCC(=O)N(CCc3cccc(F)c3)C2)CC1 (configuration not stated)	-0.9	3.6	0.2	4.8	-4.3	-1.1	-2.1	-9.0	7.4
30	COc1ccc(-n2nnc3c(SCC(=O)OCc4ccccc4)ncnc32)cc1	1.8	2.0	0.0	-6.0	3.9	-5.2	0.3	-3.5	-0.2
31	O=C(NCc1csc2ccccc12)Nc1cc(Cl)cc(Cl)c1	-2.1	3.6	-0.1	16.6	6.5	-1.4	0.7	2.6	-8.6
32	CC(C(=O)Nc1ccc(O)c(C(=O)O)c1)N1C(=O)/C(=C/c2cccs2)SC1=S (configuration not stated)	4.5	-2.5	0.1	-14.6	-19.4	4.2	3.2	9.5	?
33	CN1CCCN(C(=O)c2ccc(Br)s2)CC1	2.5	-0.2	0.1	-5.8	-1.8	-1.8	1.7	-6.4	-0.5
34	COc1ccc(NS(=O)(=O)c2cccc(NC(=O)c3ccc(Cl)nc3)c2)cc1	-2.0	2.7	0.0	-2.0	-8.9	-0.3	0.1	5.3	4.6
35	Cc1ccc(C2=CC(c3cccs3)n3nnnc3N2)cc1 (configuration not stated)	-1.1	0.0	-0.1	2.8	12.7	2.3	-3.9	3.8	0.1
36	COc1ccc(CN2CCN(C3CCC3)CC2CCO)cc1C (configuration not stated)	-1.3	3.0	0.1	-1.0	0.1	1.0	-3.0	-4.5	-2.3
37	O=S1(=O)CCOC[C@H](CC2CCCCC2)N1Cc1cccc(F)c1	-1.2	2.6	0.1	1.1	-0.9	-1.6	4.4	-4.2	1.6
38	Cn1c2c(c3ccccc31)CC/C2=N\O	-2.2	-0.4	0.0	2.7	-5.5	0.3	-4.2	-9.6	6.3
39	COc1ccc(N2CCN(C(=O)COC(=O)c3ccc(OC(F)F)cc3)CC2)cc1	-3.1	0.5	0.0	8.8	-7.7	.	.	.	1.0
40	Cc1cnc(NC(=O)c2cc(S(=O)(=O)N(C)C)ccc2N2CCCC2)s1	.	.	0.2	1.1	12.8	.	.	.	2.1
41	COc1ccc(C[C@@H]2CN3C(=NC[C@@H]3C)N2C[C@H](C)NC(=O)c2ccc(C)c(Br)c2)cc1	3.1	2.8	-0.2	1.8	2.1	0.6	-3.7	-31.4	4.9
42	CC1(C)Cc2ccccc2/C(=C/C(=O)c2ccccc2)N1	2.0	1.3	-0.1	-3.3	1.1	-3.3	-3.5	2.7	-2.7
43	O=C(c1cc(-c2ccc(F)cc2)on1)N1CCN(c2ccc(F)cc2)CC1	3.3	-0.5	-0.1	-3.9	4.7	7.7	-5.9	-16.1	-11.9
44	CSc1ccc(CN(C)Cc2cc(=O)oc3c(C)c(C)ccc23)cc1	-1.9	0.3	-0.1	-2.5	5.3	1.9	-1.1	5.9	1.2
45	O=C(COC(=O)CCC(=O)c1ccc(F)cc1)Nc1ccc(Cl)cn1	.	.	0.0	4.0	8.8	.	.	.	-2.8
46	Cc1ccc(/C=C/C(=O)Nc2ccc(S(=O)(=O)Nc3ncccn3)cc2)cc1	-3.2	-0.5	0.0	8.8	4.6	0.3	-1.8	3.9	4.7
47	O=C(NCCCn1ccnc1)c1ccc(Br)o1	-1.7	-0.5	0.1	7.1	3.0	-2.3	0.9	1.2	-2.7
48	CCn1nc(C)cc1-c1nnc(Sc2ncc([N+](=O)[O-])s2)n1C	3.0	-3.6	0.1	-23.5	-27.1	3.5	-0.5	12.8	9.1
49	O=C(NCC1CCCO1)c1cc2ccccc2o1 (configuration not stated)	2.5	0.9	0.0	0.5	4.7	-0.3	2.1	-4.8	-5.8
50	COc1ccc(C(C)=O)cc1CSc1nnc(Nc2c(C)cccc2C)s1	4.5	2.7	-0.2	-7.7	8.9	0.0	-2.0	2.5	3.8
51	CC(=O)Nc1nnc(S(=O)(=O)N2CCN(c3ccc(Cl)cc3[N+](=O)[O-])CC2)s1	1.7	2.7	0.0	-3.8	-0.9	-0.9	-1.8	2.1	-0.6
52	COc1cc(COC(=O)Oc2ccc(CNC(C)=O)cc2OC)c([N+](=O)[O-])cc1OC	2.7	2.1	-0.1	3.8	-1.6	2.2	-0.9	1.5	-1.4
53	C#CCOCCOCCOCCNc1nc(N2CCN(C(=O)[C@H](CCCCN)n3cc(CN)nn3)CC2)nc(N2CCN(C(=O)[C@H](CCCN=C(N)N)n3cc(C(N)[C@H](C)CC)nn3)CC2)n1 (some centres not stated)	.	.	0.1	-0.9	4.7	.	.	.	10.2
54	CCOc1ccccc1C(=O)NCC(=O)N(C)Cc1ccccc1C	-0.6	1.5	0.3	-4.9	4.0	0.1	-1.5	9.1	0.6
55	CSCCC(NC(=O)COc1ccccc1)C(=O)NCC1COc2ccccc2O1 (configuration not stated)	-4.0	1.0	0.2	0.0	-6.3	-2.8	1.6	2.8	29.8
56	Cc1cc(OCC(=O)N2CCC(C(=O)O)CC2)c2c(C)cc(=O)oc2c1	-2.1	5.8	0.3	2.9	-4.0	1.9	-2.4	-7.3	-1.7
57	CCC(C)NC(=O)CSC1=Nc2ccccc2C2=NC(CCC(=O)NCc3ccco3)C(=O)N12 (configuration not stated)	-4.8	-0.8	0.0	8.5	10.2	4.3	0.0	1.9	0.6
58	CCOc1ccc(NC(=O)CSc2nc(=O)n(Cc3cccnc3)c3c2CCC3)cc1	-4.2	0.9	0.1	8.8	-9.7	-3.8	2.2	-4.7	-0.4

# The order is random. About 2.9% of those tested had a hit in this group.
